Giardia kill: kills Giardia lamblia; Giardia lamblia trophozoite viability; activity change, % at 7.66 µM, hits read low; actives 0.15% (n = 340,000); AID 540267; in the data active = activity change below about -80%; inconclusive = between about -30% and that limit;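 note: parasites exposed to compound for two days anaerobically before the ATP read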
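Each well holds 100 Giardia trophozoites and compound. After two days (48 hrs) at 37 deg C in anaerobic conditions, ATP is quantified by luminescence.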
FBPA coupling cs: coupling enzyme interference in Giardia aldolase counter-screen; coupling enzyme system counterscreen, AmpLite Red fluorescence; actives 0.67% (n = 290,000); activity change, negative = inhibition, % at 58.2 µM, hits read low; in the data active = activity change below about -30%
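Compounds tested against the coupling enzymes alone at 57.5 uM final; readout was AmpLite Red fluorescence (525/598 nm) after 20 min at RT.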
Eya2 inh: blocks the phosphatase activity of human Eya2 | recombinant Eya2, OMFP fluorescence dephosphorylation (OMFP is methylfluorescein phosphate) | O00167 | actives 0.006% (n = 330,000) | Potency, µM (top dose mostly 76.9 µM), without a hit: at the top dose activity, negative = inhibition, actives largely listed as inhibitors; note: potency is the fitted concentration of half-maximal effect
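Eya2 (0.2 uM) preincubated 10 min at ambient with compound, then OMFP substrate added at 50 uM; 10 min reaction in 50 mM HEPES pH 7.5, 50 mM NaCl, 5 uM MgCl2, 0.05% BSA, 1 mM DTT. Fluorescence read at Ex 485/Em 525 nm.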
USP2a inh: blocks human ubiquitin-specific protease USP2a; USP2 core, Ub-CHOP2 coupled fluorogenic reporter, 485/531; Potency, µM (highest dose often 38.3 µM), for inactives: at the top dose activity change, negative = inhibition, hits mostly inhibitors; actives 0.01% (n = 330,000); AID 463254;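 note: potency is the fitted concentration of half-maximal effect; plate controls were DMSO wells for no effect and full inhibition by NEM control for full effect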
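Deubiquitinase activity read as fluorescence (485/531 nm) after Ub-CHOP2 cleavage activates the enterokinase reporter on its substrate; USP2 core 10nM, Ub-CHOP2 and substrate 25nM each, 30min compound preincubation then 60min RT; data normalized to NEM, curves fitted.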
GALK inhibitor: galactokinase (human) inhibition | P51570 | Purified GALK, Kinase-Glo residual ATP luminescence | Potency, µM (series often up to 57.5 µM), for the others: top-dose activity change, negative = inhibition, actives largely listed as inhibitors | actives 0.007% (n = 270,000) | AID 1868; note: potency is the fitted concentration of half-maximal effect
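Compounds were pin-transferred into ATP buffer (35 uM final), then GALK plus galactose (5 nM, 100 uM final) was added. After 1 h at room temperature, Kinase-Glo Plus was added and luminescence read after 10 min.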
PKM2 activator: increases activity of human pyruvate kinase M2 | Potency, µM (series often up to 57.5 µM), for the others: at the top dose activation, most hits filed as activators | AID 1631 | actives 0.34% (n = 260,000) | purified PKM2, Kinase-Glo ATP luminescence, activation; response scale: 0% is enzyme alone, no compound; note: potency is the fitted concentration of half-maximal effect; nearly all actives have a fitted effect of over 55% in size
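Purified hPK-M2 (>95% pure) converted ADP (0.1 mM final) to ATP with 0.5 mM PEP in 50 mM imidazole pH7.2, KCl, MgCl2, Tween 20, BSA; 1 h at room temperature. ATP detected by Kinase-Glo luminescence.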
Chronic BCR inh: chronic active BCR signaling inhibition; AID 493014; Potency, µM (doses to about 46.1 µM), without a hit: at the highest dose ratio change, negative = lower green/red ratio, most hits filed as inhibitors; ABC-DLBCL IkBa-CBG/CBR reporter, luminescence ratio, 4 h; actives 0.05% (n = 340,000); active = well fitted inhibition curve with a large enough effect in the signal ratio, with a control signal flat, not every such curve was filed as active; inconclusive = small, poorly fitted or top-dose-only effect, or effect the other way, or a change in a side signal; the % refers to the signal ratio;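 note: potency is the fitted concentration of half-maximal effect; plate controls were basal doxycycline-induced cells for no effect and cells given 10 µM MG132 for full effect; MG132 reads +100%, hits lower the ratio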
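Doxycycline induced both beetle luciferases in TMD8 lymphoma cells; IKK-driven degradation limits the IkappaBalpha-fused green signal, while red luminescence normalises for cell number and nonspecific effects. Compounds tested up to 46 uM, 4 hrs.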
uPA generation: inhibitors of cell surface uPA generation. cell surface uPA generation assay, qHTS. Potency, µM (top dose mostly 38.3 µM), without a hit: top-dose activity change, negative = inhibition, usual class: inhibitors. actives 0.31% (n = 330,000); active = well fitted inhibition curve with a large enough effect; inconclusive = small, poorly fitted or top-dose-only effect; inactive = no such curve, though single readings can be large or run the other way; tested in mouse RAW 264.7 cells; note: potency is the fitted concentration of half-maximal effect; nearly all actives have a fitted effect of over 55% in size
KCNH2 3.1 inh: blocks the human KCNH2 3.1 channel isoform; U2OS KCNH2 3.1, thallium flux FluxOr; hits give low values; activity change, % (tested at about 1.8 µM); actives 0.95% (n = 340,000);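 active = maximum activity change below -70%; inconclusive = maximum activity change from -70% to -50%; inactive = maximum activity change above -50%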;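 note: thallium influx rate constant from kinetic fluorescence after stimulation buffer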
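Channel expression came from 3.1 mutant virus (1.77 x 10^8 /mL) applied to suspended U2OS cells for 4 h. Flux was tracked with FluxOr dye plus Red40 quencher, and kinetic rate constants normalized to controls.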
B2AR arrestin: recruits beta-arrestin to the human beta2-adrenergic receptor; beta-arrestin recruitment to beta2AR, cell-based reporter; AID 492947; actives 0.02% (n = 330,000); Potency, µM (doses to about 46.1 µM), for the others: top-dose activation, actives largely listed as activators;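 note: potency is the fitted concentration of half-maximal effect; 0% = DMSO controls and full agonism = EC100 isoproterenol or metaproterenol; nearly all actives have a fitted effect of over 65% in size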
hERG WT inh: inhibitors of human wildtype KCNH2 potassium channel; U2OS, BacMam KCNH2, thallium flux FluxOr; hits give low values; Q12809; AID 720551; activity change, % at 1.84 µM; actives 0.37% (n = 340,000);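 active = maximum activity change below -70%; inconclusive = maximum activity change between -70% and -50%; inactive = maximum activity change above -50%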
Target sequence (Q12809 whole entry, looked up): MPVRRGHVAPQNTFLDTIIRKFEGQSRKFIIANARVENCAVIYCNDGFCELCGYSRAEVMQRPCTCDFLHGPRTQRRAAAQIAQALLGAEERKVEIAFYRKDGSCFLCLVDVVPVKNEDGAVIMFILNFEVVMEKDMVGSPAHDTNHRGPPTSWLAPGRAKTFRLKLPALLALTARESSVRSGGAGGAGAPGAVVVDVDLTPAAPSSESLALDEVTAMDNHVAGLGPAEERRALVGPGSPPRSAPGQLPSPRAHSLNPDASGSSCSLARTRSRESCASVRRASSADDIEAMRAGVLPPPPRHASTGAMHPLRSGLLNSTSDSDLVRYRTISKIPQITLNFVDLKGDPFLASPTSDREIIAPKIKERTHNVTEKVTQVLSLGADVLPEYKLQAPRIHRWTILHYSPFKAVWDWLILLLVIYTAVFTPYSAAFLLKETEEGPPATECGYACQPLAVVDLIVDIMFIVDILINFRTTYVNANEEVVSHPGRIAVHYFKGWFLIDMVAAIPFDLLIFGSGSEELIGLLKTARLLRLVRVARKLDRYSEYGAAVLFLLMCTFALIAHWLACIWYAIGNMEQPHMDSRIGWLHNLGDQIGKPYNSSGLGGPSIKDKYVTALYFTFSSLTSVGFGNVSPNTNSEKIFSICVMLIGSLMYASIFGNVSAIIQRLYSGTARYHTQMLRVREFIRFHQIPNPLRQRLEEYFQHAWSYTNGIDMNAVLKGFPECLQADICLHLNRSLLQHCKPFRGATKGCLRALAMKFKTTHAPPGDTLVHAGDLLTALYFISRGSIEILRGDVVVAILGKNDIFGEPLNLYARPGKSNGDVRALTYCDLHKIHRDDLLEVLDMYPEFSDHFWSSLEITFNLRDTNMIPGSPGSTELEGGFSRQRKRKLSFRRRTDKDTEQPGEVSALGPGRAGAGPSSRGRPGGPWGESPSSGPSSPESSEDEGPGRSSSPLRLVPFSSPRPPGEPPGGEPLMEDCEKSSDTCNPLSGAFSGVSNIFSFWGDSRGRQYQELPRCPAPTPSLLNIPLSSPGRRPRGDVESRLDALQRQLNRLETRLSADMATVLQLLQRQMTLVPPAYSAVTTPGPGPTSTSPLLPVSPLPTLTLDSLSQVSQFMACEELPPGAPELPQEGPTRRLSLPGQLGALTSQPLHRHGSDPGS
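U2OS cells transduced with wild-type KCNH2 virus are loaded with FluxOr dye for 45 min, and thallium flux is measured in kinetic reads before and after stimulation buffer. Rate constants are normalized to DMSO controls.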
* = called active by the depositor; ? = inconclusive; . = no result given; & = joins results of further samples; [ ] = another dose, or the depositor's remark. Unless noted, calls come from the whole dose curve; as a rule, active = well fitted curve in the direction sought with a large enough effect; inconclusive = small, poorly fitted or top-dose-only effect, or another doubt; inactive = no such curve, though single readings can be large; an effect the other way counts as inactive or inconclusive. Unless noted, % is set by controls: 0 for no effect and ±100 for the full control effect. Outcome played no part in choosing rows, and some 2.4% of all compounds hit somewhere here.

Every second line gives: PKM2 activator | Chronic BCR inh | KCNH2 3.1 inh | uPA generation | B2AR arrestin | hERG WT inh | USP2a inh | Eya2 inh | GALK inhibitor | Giardia kill | FBPA coupling cs
FC(F)(F)c1cccc(CNC2CCN(Cc3ccccc3)CC2)c1
    -10% | -1% | -30 | -2% | 0.5% | 36 | -1% | -14% | -8% | -4 | 0
CC(CN1CCCCC1)OC(=O)c1ccccc1Cl (stereo not given)
    -16% | ? | 3 | 0% | 0.1% | -7 | -2% | 16% | 0% | -2 | 2
O=C(C1=C[C@@H](c2ccc(Br)cc2)C[C@@H](OCCCCO)O1)N1CCOCC1
    1% | 4% | . | -9% | -1.0% | . | 0% | 6% | -3% | 6 | 0
CC1CCN(CCNC(=O)C2CCCN(c3ncnc4c3nc3n4CCCCC3)C2)CC1 (stereo not given)
    . | ? | -17 | -4% | 0.2% | 5 | 3% | 4% | 3% | -13 | .
COc1ccccc1NC(=O)C1CC(=O)OC1c1ccccc1 (stereo not given)
    0% | -4% | 0 | 2% | 4.3% | 2 | 2% | -6% | 0% | -15 | 0
CC1(c2ccccc2)NC(=O)N(CC(=O)N2CC(=O)Nc3ccccc32)C1=O (stereo not given)
    . | ? | 8 | 1% | -0.3% | -2 | -1% | -13% | . | 17 | .
Cc1ccccc1-c1nc(CN2CCC(C(=O)N3CCN(c4ccccn4)CC3)CC2)c(C)o1
    -1% | ? | 3 | ? | -0.3% | 20 | 3% | 4% | 2% | 12 | 4
COC(=O)c1cc(=O)n(Cc2cccs2)c(=Nc2ccccc2)s1
    -1% | ? | -12 | ? | 0.1% | 2 | -6% | 5% | 2% | -4 | 0
COc1ccc(S(=O)(=O)N2CCC(C(=O)NC3CCCCC3)CC2)cc1C
    . | 0% | -5 | -1% | 0.1% | -1 | 1% | -3% | 6% | -1 | 1
Cc1ccc(C#N)c(SCC(=O)Nc2nccs2)n1
    13% | 8% | 3 | 6.3µM* | 0.1% | -8 | 3% | 0% | 13% | -23 | -1
COc1ccc(CN2CCCC(C(=O)c3cccc(C(F)(F)F)c3)C2)cc1O (stereo not given)
    -6% | ? | 0 | 1% | -0.4% | 43 | -19% | -3% | 2% | 2 | 1
C/C(=N\NC(=O)c1cc(C)[nH]n1)c1cccs1
    -16% | ? | -6 | -9% | 0.0% | 2 | 0% | 0% | 0% | -5 | 0
Cc1c(C(=O)/C=C/N(C)C)nnn1-c1ccc(Cl)cc1C#N
    -6% | ? | 20 | 6% | 0.0% | 4 | 3% | -3% | 1% | -11 | 0
COc1cccc(C(=O)NCc2ccc3c(c2)cc(C)n3C)c1
    7% | 0% | -5 | -5% | 0.2% | 9 | 2% | -7% | -1% | 6 | -6
CCCCN(C(=O)c1ccc(-c2ccc(Cl)cc2)o1)c1c(N)n(CC(C)C)c(=O)[nH]c1=O
    . | 6% | -4 | 7% | 0.2% | -2 | 2% | -10% | . | 6 | .

Record cards, as listed above:
Cc1ccccc1-c1nc(CN2CCC(C(=O)N3CCN(c4ccccn4)CC3)CC2)c(C)o1 reads PKM2 activator: -1%; Chronic BCR inh: ?; KCNH2 3.1 inh: 3; uPA generation: ?; B2AR arrestin: -0.3%; hERG WT inh: 20; USP2a inh: 3%; Eya2 inh: 4%; GALK inhibitor: 2%; Giardia kill: 12; FBPA coupling cs: 4
C/C(=N\NC(=O)c1cc(C)[nH]n1)c1cccs1 reads PKM2 activator: -16%; Chronic BCR inh: ?; KCNH2 3.1 inh: -6; uPA generation: -9%; B2AR arrestin: 0.0%; hERG WT inh: 2; USP2a inh: 0%; Eya2 inh: 0%; GALK inhibitor: 0%; Giardia kill: -5; FBPA coupling cs: 0
CC1CCN(CCNC(=O)C2CCCN(c3ncnc4c3nc3n4CCCCC3)C2)CC1 (stereo not given) reads PKM2 activator: .; Chronic BCR inh: ?; KCNH2 3.1 inh: -17; uPA generation: -4%; B2AR arrestin: 0.2%; hERG WT inh: 5; USP2a inh: 3%; Eya2 inh: 4%; GALK inhibitor: 3%; Giardia kill: -13; FBPA coupling cs: .

The list continues.
Every second line gives: PKM2 activator | Chronic BCR inh | KCNH2 3.1 inh | uPA generation | B2AR arrestin | hERG WT inh | USP2a inh | Eya2 inh | GALK inhibitor | Giardia kill | FBPA coupling cs
O=C(O)CSc1nnc(-c2cccs2)n1-c1ccc(Cl)cc1
    -2% | 8% | 6 | -1% | -0.3% | -3 | -1% | 7% | 1% | -7 | 16
Cc1ccc(N2CCN(/N=C/c3sccc3C)CC2)cc1
    5% | ? | -13 | . | -0.1% | -13 | -1% | -2% | -1% | -4 | 0
Clc1ccc(Cn2ccc3ccccc32)cn1
    . | ? | -1 | 2% | 0.2% | 3 | 3% | -4% | 4% | 11&-13 | -1
CCN(CCCNS(=O)(=O)c1cc(-c2cc(C)no2)ccc1C)Cc1ccccc1
    . | -7% | 3 | ? | -0.9% | 38 | -4% | 1% | 9% | -1 | 5
COc1ccccc1NC(=O)NNC(=O)CN1C(=O)COc2ccccc21
    3% | -6% | -10 | 1% | -0.9% | 6 | 0% | 3% | 9% | -1 | 1
C=CC[C@@H](Cc1ccc(F)cc1)C(=O)OC[C@@H]1CCCN1C(=O)[C@@H](CC=C)CC(=O)N(CCO)Cc1ccccc1
    . | ? | . | -17% | -0.1% | . | -1% | -15% | . | 7 | .
Cc1scc(C(=O)N/N=C/c2ccsc2)c1C
    1% | 3% | 11 | 6.3µM* | -0.7% | 19 | 2% | 3% | . | 0 | -1
CCCC(=O)Nc1ccc(Cl)c(NC(=S)NC(=O)c2ccco2)c1
    4% | ? | -12 | -3% | 0.3% | -14 | 3% | -14% | -1% | 11 | 3
O=C(NCc1ccccn1)c1cc(S(=O)(=O)N2CCN(c3ccccc3)CC2)ccc1Cl
    0% | -1% | -10 | -1% | -1.1% | -9 | -1% | 10% | 1% | -11 | -1
COc1cccc(-c2nnn(C/C(N)=N/O)n2)c1
    0% | -5% | -9 | -6% | -3.8% | -1 | 1% | -1% | 0% | 6 | -2
COc1ccc(/C=C/C2=NN(Cc3ccccc3)C(=O)CC2)cc1
    0% | 0% | -3 | 5% | 0.1% | -8 | -3% | -7% | 9% | -1 | 0
CCCOc1ccc(S(=O)(=O)N2C(=O)CC(=O)N(Cc3ccc(OCC)cc3)C2=O)cc1
    4% | 7% | -7 | 2% | -0.6% | -7 | 3% | 9% | -2% | -24 | 8
CSc1ncccc1C(=O)OCC(=O)N(CC(C)C)c1c(N)n(Cc2ccccc2)c(=O)[nH]c1=O
    1% | 5% | 3 | -7% | -0.5% | -9 | 1% | 2% | -2% | 56[activator] | .
Fc1ccc(NC(=S)NCc2cccnc2)cc1
    3% | 4% | -12 | 2% | -0.1% | 1 | 11% | -10% | -2% | -2 | 3
Cc1ccc(-n2nc3ccc(NC(=O)c4cccc([N+](=O)[O-])c4C)cc3n2)cc1
    -7% | 11% | -29 | -1% | -0.7% | 5 | 5% | -2% | 1% | -1 | 1
CCOC(=O)CC(NC(=O)CCc1c(C)nc2nc(C)nn2c1C)c1ccc(C)cc1 (stereo not given)
    -10% | -20% | . | -1% | -0.1% | -7 | 0% | -1% | 4% | -25 | 1
COCCN(C(=O)C(C)C)c1nnc(-c2cccc(C)c2)s1
    -1% | 4% | 7 | 1% | 0.0% | 2 | 1% | -13% | 9% | 12 | 3
CCOC(=O)[C@@H]1[C@H]2COc3ccccc3[C@@H]2N2C(=O)N(c3ccc(Cl)cc3)C(=O)[C@]12C
    -1% | 2% | -4 | -6% | 0.3% | -3 | 0% | 4% | . | 6 | 0
CCN(CC)c1ncccc1C(=O)NCc1cccs1
    0% | 0% | -3 | 7% | 0.0% | -13 | 0% | 12% | -2% | 3 | 0
Cc1nc([N+](=O)[O-])c(C(=O)OCc2ccccc2Br)n1C
    12% | 0% | 1 | 3% | 0.4% | 9 | 5% | 12% | -2% | -18 | 5
O=C(NNC(=O)c1cc(-c2ccc(Cl)cc2)nc2ccccc12)c1csc(N2CCOCC2)n1
    . | 3% | 9 | 3% | -0.4% | 3 | 1% | -2% | . | 18 | .
Cc1ccc(NC2CCCN(C(=O)c3ccc(C)c(N4CCNC4=O)c3)C2)cc1C (stereo not given)
    -12% | -6% | 12 | 5% | 0.0% | 3 | -1% | -9% | -5% | -7 | .
COc1cccc(/C=C/c2ccc3cccc(O)c3n2)c1
    . | ? | ? | -15% | 0.6% | -7 | 7% | -17% | -1% | -4 | -7
O=C(COC(=O)c1ccc2ncsc2c1)Nc1cc(Cl)ccc1F
    . | -6% | -7 | 3% | 0.3% | -1 | 0% | 15% | . | -4 | .
CC1CCN(C(=O)COC(=O)c2cccs2)CC1
    . | ? | 5 | 2% | -0.1% | -3 | 5% | -21% | . | -23 | .
